KinaseGlo FLuc: Counterscreen for Luciferase (Kinase-Glo TM) Inhibition; AID 1379, 2008; Potency, µM (doses to about 38.3 µM), for the others: at the highest dose activity change, negative = inhibition, hits mostly inhibitors; hit rate 0.28% among 200,000; Kinase-Glo luciferase, ATP luminescence, 8 min; further: potency means the concentration at half of the fitted maximal effect; on the % scale 0 is the no-effect control and ±100 the full control effect; nearly all actives have a fitted effect of over 60% in size
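Substrate mix (final 50 mM imidazole pH 7.2, 50 mM KCl, 7 mM MgCl2, 10 uM ATP, 0.01% Tween 20, 0.05% BSA) plus pin-tool compound, then Kinase-Glo detection mix; 8 min ambient, luminescence read.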
aGal spleen mod: qHTS Assay for Inhibitors and Activators of Human alpha-Galactosidase From Spleen Homogenate | Alpha-galactosidase A (Homo sapiens), P06280 | human spleen homogenate, 4MU-alpha-Gal fluorescence, 40 min | Potency, µM (highest dose often 80 µM), without a hit: at the top dose activity change, negative = inhibition, usual class: inhibitors | hit rate 0.008% among 240,000;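 further: potency means the concentration at half of the fitted maximal effect; 0% = enzyme with vehicle and -100% = no enzyme basal signal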
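Spleen homogenate 1 ug + cpd (titration) + 4-MU-alpha-D-galactopyranoside 1 mM; 37C 40 min; 50 mM citrate/phosphate pH 5.0, 0.01% Tween-20; stop pH 10; fluorescence 365/440; AC50 via Hill.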
Epigenetic derep: Quantitative High-Throughput Screen for Regulators of Epigenetic Control | murine LDR cells, GFP reporter derepression, 30 h | Potency, µM (series often up to 53.9 µM), for inactives: at the highest dose GFP activation, usual class: activators | hit rate 0.2% among 280,000 | AID 1865, 2009; further: potency means the concentration at half of the fitted maximal effect; % of control where 0% means no effect; nearly all actives have a fitted effect of over 60% in size
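Reporter derepression read as number of fluorescent GFP-positive objects, 20-120 um in size, counted by laser-scanning cytometer. Mouse LDR line with an epigenetically silenced CMV-GFP locus; compound incubation 30 h, 37 C.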
NPSR antag: qHTS Assay for Antagonists of the Neuropeptide S Receptor: cAMP Signal Transduction. Q6W5P4. CHO-NPSR cells, cAMP TR-FRET, antagonist mode. Potency, µM (series often up to 38.3 µM), inactives show at the top dose activity change, negative = inhibition, usual class: inhibitors. hit rate 1% among 220,000. AID 1461, 2008; further: potency means the concentration at half of the fitted maximal effect; on the % scale 0 is the no-effect control and ±100 the full control effect; nearly all actives have a fitted effect of over 50% in size; many of its hits are not listed in these tables
Lamin A splicing: qHTS Assay for Modulators of Lamin A Splicing; Potency, µM (highest dose often 46.1 µM), for the others: top-dose ratio change, negative = inhibition, usual class: inhibitors; hit rate 0.01% among 200,000; AID 1487, 2009; HeLa LMNA splicing GFP/RFP minigene ratio, 48 h; active means well fitted inhibition curve with a large enough effect in the signal ratio, with a control signal flat, not every such curve was filed as active; inconclusive means small, poorly fitted or top-dose-only effect, or effect the other way, or a change in a side signal; the % refers to the signal ratio; further: potency means the concentration at half of the fitted maximal effect; on the % scale 0 is the no-effect control and ±100 the full control effect
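S3 HeLa cells stably expressing lamin A-EGFP splicing minigene plus DsRed2, 600 cells/well, 48 h compound exposure at 37C. Laser-scanning cytometry; analysed as GFP (500-530 nm)/RFP (575-640 nm) total intensity ratio; 0.5% DMSO vehicle.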
IMPase Li cell: qHTS Assay for Identifying the Cell-Membrane Permeable IMPase Inhibitors: Potentiation with Lithium; CHO-M1 cells, IP1 TR-FRET (IP-One), carbachol + lithium; Potency, µM (top dose mostly 59.4 µM), for the others: top-dose activity, negative = IMPase inhibition, hits mostly inhibitors; hit rate 0.35% among 210,000; AID 1457, 2008;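 further: IP1 builds up when IMPase is blocked and the TR-FRET signal falls; potency means the concentration at half of the fitted maximal effect; plate controls were basal vehicle for no effect and high inhibitor control for full effect; nearly all actives have a fitted effect of over 50% in size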
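IP1 accumulation measured by competitive TR-FRET in lysed CHO-M1 cells after 30 min compound exposure at 37C, with a small lithium addition to potentiate weak responses. Hill-equation AC50 from ratio and donor-channel data.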
CBFb RUNX1 block: qHTS Assay for Compounds Blocking the Interaction Between CBF-beta and RUNX1 for the Treatment of Acute Myeloid Leukemia; AlphaScreen CBFb-His/RUNX1-biotin binding, biochemical; Potency, µM (highest dose often 59.8 µM), for inactives: top-dose activity, negative = inhibition, usual class: inhibitors; 230,000 tested, under 10 active; further: % of control where 0% means no effect
Target sequence (Q01196 whole entry, looked up): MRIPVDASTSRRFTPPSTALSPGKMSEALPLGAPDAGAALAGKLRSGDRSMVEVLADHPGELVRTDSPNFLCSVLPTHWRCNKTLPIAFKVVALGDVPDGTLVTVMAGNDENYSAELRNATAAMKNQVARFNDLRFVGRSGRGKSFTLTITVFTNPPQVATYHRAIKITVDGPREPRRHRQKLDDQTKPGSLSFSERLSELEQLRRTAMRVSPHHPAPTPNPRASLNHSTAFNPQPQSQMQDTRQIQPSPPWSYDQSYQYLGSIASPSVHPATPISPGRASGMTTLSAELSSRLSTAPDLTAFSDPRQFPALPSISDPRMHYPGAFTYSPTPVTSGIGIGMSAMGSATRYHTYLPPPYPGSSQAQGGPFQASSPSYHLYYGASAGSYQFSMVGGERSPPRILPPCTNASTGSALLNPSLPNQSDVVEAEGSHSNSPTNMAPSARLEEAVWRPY
Target sequence (Q13951 whole entry, looked up): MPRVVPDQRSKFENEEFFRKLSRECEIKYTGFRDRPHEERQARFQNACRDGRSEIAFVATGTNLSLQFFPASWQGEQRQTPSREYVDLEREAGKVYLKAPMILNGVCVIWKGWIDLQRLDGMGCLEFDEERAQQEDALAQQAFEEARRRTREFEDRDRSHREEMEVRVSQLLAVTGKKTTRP
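His-tagged CBF-beta and biotinylated RUNX1 (30 nM each) were premixed 20 min at room temperature, exposed to compound for 15 min, then given nickel-chelate and streptavidin AlphaScreen beads (50 ng each). After 90 min, AlphaScreen signal was read.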
Starred values were filed as active, the others as inactive; ? = inconclusive; nt = no result given; [ ] = remark or other dose. Unless noted, the call rests on the fitted dose curve; in most records, active means well fitted curve in the direction sought with a large enough effect; inconclusive means small, poorly fitted or top-dose-only effect, or another doubt; inactive means no such curve, though single readings can be large; an effect the other way counts as inactive or inconclusive. The list is partial (hit frequency here may not be typical).

Codes: A = KinaseGlo FLuc; B = aGal spleen mod; C = Epigenetic derep; D = NPSR antag; E = Lamin A splicing; F = IMPase Li cell; G = CBFb RUNX1 block
(1) O=C(NCc1csc(-c2cccs2)n1)C1CC1
  A: nt | B: -2.1% | C: 2.2% | D: -1.8% | E: 1.4%[46 µM] | F: nt | G: 0.4%
(2) N#Cc1nc(COc2ccccc2F)oc1NCCc1ccccc1
  A: 0.0% | B: 1.2% | C: 9.5% | D: -15.9%[46.1 µM] | E: ? | F: 28.0%[38.3 µM] | G: -3.8%
(3) CCOc1ccc(N2Cc3ccccc3C2)cc1
  A: -9.7% | B: 2.5% | C: -2.8% | D: -6.7%[46.1 µM] | E: -3.1% | F: 11.1%[38.3 µM] | G: -11.3%
(4) COc1ccc(-n2c(SCC(=O)Nc3ccc4c(c3)OCO4)nc3c(c2=O)SCC3)cc1
  A: 15.8% | B: 2.0% | C: 1.7% | D: 5.0%[46.1 µM] | E: -5.5% | F: -0.3%[38.3 µM] | G: 4.2%
(5) COc1ccc(C2c3cc(OC)c(OC)cc3CCN2S(C)(=O)=O)cc1OC (centres undefined)
  A: 0.3% | B: -1.2% | C: -3.2% | D: -0.9% | E: ? | F: 7.1% | G: 3.5%
(6) Cc1cc2cc(CNC(=O)Nc3ccccc3)ccc2n1C
  A: 0.7% | B: -1.2% | C: -1.0% | D: 2.1%[46.1 µM] | E: -9.2% | F: 0.7% | G: -19.4%
(7) COc1ccc(NC(=O)COc2ccc(N(C)S(=O)(=O)c3ccc(C)cc3)cc2)cc1
  A: 0.0% | B: 1.2% | C: -1.0% | D: -14.4% | E: ? | F: 16.1% | G: 13.0%
(8) CCOc1ccc(NC2=C(OC)C(=O)c3ccccc3C2=O)cc1
  A: -13.3% | B: 4.2% | C: -1.8% | D: -29.9% | E: ? | F: 45.9%[activator] | G: nt
(9) O=S1(=O)NC[C@]23C[C@H](c4ccc(F)cc4)[C@@H](C[C@@H]21)O3
  A: nt | B: -0.8% | C: 1.1% | D: 6.2% | E: nt | F: nt | G: 0.2%
(10) COc1cc(/C=C(\C#N)C(=O)Nc2cc(C(F)(F)F)ccc2Cl)ccc1OCC(=O)Nc1cccc(C(F)(F)F)c1
  A: 4.1% | B: 9.4% | C: -1.1% | D: 6.4% | E: -15.3% | F: -7.3% | G: -12.3%
(11) COc1ccc(C2Nc3ccccc3C(=O)N2c2ccccc2)cc1Cn1cc([N+](=O)[O-])cn1 (centres undefined)
  A: 4.1% | B: -4.2% | C: 0.0% | D: 1.4% | E: ? | F: 12.3% | G: -8.3%
(12) O=C(NC1=NCCS1)c1ccc(Cl)s1
  A: 7.3% | B: 4.4% | C: -0.9% | D: -8.6%[46.1 µM] | E: -4.0% | F: -12.2% | G: 3.2%
(13) COc1cc(/C=C/C(=O)O)cc(S(=O)(=O)Nc2ccc3c(c2)OCO3)c1OC
  A: 6.2% | B: -7.6% | C: 0.2% | D: 17.9% | E: 1.0%[46 µM] | F: -6.5% | G: 16.2%
(14) COc1ccc2c(c1)CCc1c(C(=O)NC3CCCCC3)noc1-2
  A: -11.9% | B: 1.2% | C: 0.0% | D: ? | E: ? | F: 36.1%[activator][38.3 µM] | G: 4.5%
(15) CCOC(=O)c1c(C)[nH]c(C2=NNC(=NC(C)COC)SC2)c1C (centres undefined)
  A: 1.2% | B: 0.3% | C: -1.1% | D: 19.6% | E: nt | F: 2.1% | G: -1.9%
(16) Cc1ccc(/C=N/N2C(=S)SC(C)(C)C2N(O)C(=O)Nc2ccc([N+](=O)[O-])cc2)cc1 (centres undefined)
  A: -0.5% | B: -5.0% | C: ? | D: ? | E: ? | F: 17.4%[38.3 µM] | G: -12.0%
(17) CC1(C)CC(=O)C=C(NCc2ccccc2)C1
  A: 1.9% | B: -1.7% | C: 1.1% | D: 5.6%[46.1 µM] | E: 13.7% | F: 0.8%[38.3 µM] | G: -3.1%
(18) OCCCN1CCN(CCCOc2ccccc2-c2ccccc2)CC1
  A: -2.9% | B: 1.9% | C: 0.0% | D: 9.5% | E: 7.9% | F: 9.5% | G: 7.3%
(19) O=C(Oc1ccccc1Cl)c1ccccc1P(=O)(O)O
  A: -2.6% | B: 1.7% | C: -0.2% | D: -2.3%[46.1 µM] | E: 8.0% | F: -4.0%[38.3 µM] | G: 2.5%
(20) Cc1nc(CN2CCN(C(=O)NC3(c4ccccc4)CC3)CC2)cs1
  A: 2.2% | B: -1.8% | C: 0.0% | D: -4.8%[46.1 µM] | E: 4.7% | F: 4.6%[38.3 µM] | G: 3.2%
(21) COc1ccc(C(=O)Nc2nc(N)n(-c3ccccc3)n2)cc1
  A: -3.5% | B: -2.8% | C: 0.1% | D: 6.2% | E: -6.7% | F: -10.0% | G: 2.0%
(22) COC(=O)CN1CCN(C(=O)c2ccc(F)cc2)c2ccccc2C1
  A: 2.8% | B: 4.2% | C: -0.9% | D: -5.7%[46.1 µM] | E: -5.2% | F: -9.1%[38.3 µM] | G: 5.3%
(23) O=C(NC(=S)Nc1ccc(F)cc1)c1ccc2c(c1)OCCO2
  A: -4.2% | B: 1.1% | C: 0.0% | D: -41.7% | E: nt | F: 9.8% | G: -1.1%
(24) O=c1[nH]cnc2c1ncn2[C@@H]1O[C@H](CO)[C@@H](O)[C@H]1O
  A: -0.8% | B: 5.5% | C: -1.0% | D: 7.7% | E: ? | F: -5.0% | G: 2.7%
(25) COc1ccc(Oc2ncc3nc(-c4cccs4)c(=O)n(C)c3n2)cc1
  A: -4.3% | B: -5.0% | C: nt | D: nt | E: nt | F: -2.4% | G: nt
(26) Nc1nnc(CCS(=O)(=O)c2ccc(Br)cc2)s1
  A: 0.3% | B: 8.6% | C: -0.8% | D: 14.9% | E: nt | F: -6.6% | G: -5.6%
(27) Cn1c(=S)[nH]c(=O)c2ncc(=O)[nH]c21
  A: -2.9% | B: -4.1% | C: 0.0% | D: -19.2% | E: nt | F: -8.6% | G: -1.0%
(28) Cc1c2ccccc2c(C)c2c1ccc1ccccc12
  A: nt | B: -0.8% | C: nt | D: nt | E: nt | F: -16.3% | G: 14.1%[21.7 µM]
(29) O=S(=O)(c1ccccc1)N1CCC2(CCCN(Cc3nccs3)C2)CC1
  A: -0.3% | B: -6.5% | C: nt | D: nt | E: nt | F: 24.5% | G: nt
(30) C/C(N)=C(/C#N)C(=O)CSc1nc2ccccc2c(=O)n1CCCOC(C)C
  A: 2.3% | B: -17.3% | C: 0.0% | D: -4.5% | E: 4.8% | F: 2.5% | G: 1.8%

Molecules from the list above that have an aryl methoxy group:
Codes: A = KinaseGlo FLuc; B = aGal spleen mod; C = Epigenetic derep; D = NPSR antag; E = Lamin A splicing; F = IMPase Li cell; G = CBFb RUNX1 block
(4) COc1ccc(-n2c(SCC(=O)Nc3ccc4c(c3)OCO4)nc3c(c2=O)SCC3)cc1
  A: 15.8% | B: 2.0% | C: 1.7% | D: 5.0%[46.1 µM] | E: -5.5% | F: -0.3%[38.3 µM] | G: 4.2%
(5) COc1ccc(C2c3cc(OC)c(OC)cc3CCN2S(C)(=O)=O)cc1OC (centres undefined)
  A: 0.3% | B: -1.2% | C: -3.2% | D: -0.9% | E: ? | F: 7.1% | G: 3.5%
(7) COc1ccc(NC(=O)COc2ccc(N(C)S(=O)(=O)c3ccc(C)cc3)cc2)cc1
  A: 0.0% | B: 1.2% | C: -1.0% | D: -14.4% | E: ? | F: 16.1% | G: 13.0%
(10) COc1cc(/C=C(\C#N)C(=O)Nc2cc(C(F)(F)F)ccc2Cl)ccc1OCC(=O)Nc1cccc(C(F)(F)F)c1
  A: 4.1% | B: 9.4% | C: -1.1% | D: 6.4% | E: -15.3% | F: -7.3% | G: -12.3%
(11) COc1ccc(C2Nc3ccccc3C(=O)N2c2ccccc2)cc1Cn1cc([N+](=O)[O-])cn1 (centres undefined)
  A: 4.1% | B: -4.2% | C: 0.0% | D: 1.4% | E: ? | F: 12.3% | G: -8.3%
(13) COc1cc(/C=C/C(=O)O)cc(S(=O)(=O)Nc2ccc3c(c2)OCO3)c1OC
  A: 6.2% | B: -7.6% | C: 0.2% | D: 17.9% | E: 1.0%[46 µM] | F: -6.5% | G: 16.2%
(14) COc1ccc2c(c1)CCc1c(C(=O)NC3CCCCC3)noc1-2
  A: -11.9% | B: 1.2% | C: 0.0% | D: ? | E: ? | F: 36.1%[activator][38.3 µM] | G: 4.5%
(21) COc1ccc(C(=O)Nc2nc(N)n(-c3ccccc3)n2)cc1
  A: -3.5% | B: -2.8% | C: 0.1% | D: 6.2% | E: -6.7% | F: -10.0% | G: 2.0%
(25) COc1ccc(Oc2ncc3nc(-c4cccs4)c(=O)n(C)c3n2)cc1
  A: -4.3% | B: -5.0% | C: nt | D: nt | E: nt | F: -2.4% | G: nt

Bioassay records (PubChem BioAssay)
